Compound activity from PubChem BioAssay.
TAAR1 agonist: agonists of human TAAR1 | Q96RJ0 | CHO RD-HGA16 TAAR1, Fluo-8 calcium fluorescence; vehicle wells 0%, saturating PEA agonist 100% | actives 0.99% (n = 360,000) | activation, % at 3 µM;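 active = activation above the mean activation of all test compounds in the run plus 3 SD, cut at about 38% in these data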
Target sequence (Q96RJ0 whole entry, looked up): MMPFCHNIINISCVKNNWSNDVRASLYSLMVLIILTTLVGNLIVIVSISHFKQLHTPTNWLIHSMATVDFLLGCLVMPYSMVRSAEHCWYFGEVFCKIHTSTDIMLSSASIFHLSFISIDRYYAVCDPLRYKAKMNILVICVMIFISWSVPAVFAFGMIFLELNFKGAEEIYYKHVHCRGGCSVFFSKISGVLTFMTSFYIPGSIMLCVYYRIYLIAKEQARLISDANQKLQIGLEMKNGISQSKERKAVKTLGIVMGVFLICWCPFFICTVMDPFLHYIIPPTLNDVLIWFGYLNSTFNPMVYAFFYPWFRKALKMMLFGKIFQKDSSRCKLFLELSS
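test system = CHO RD-HGA16 cells carrying human TAAR1 plus Gα16 | schedule = 17-24 h seeding, 75 min 37 °C dye, 30 min RT | compound dosing = 3 µM single concentration | control set = DMSO and PEA EC100 | replicates = n 1 | signal = Fluo-8 fluorescence, 5 s baseline then 140 s kinetic read | measure = percent activation vs PEA EC100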
M1 antag: antagonists of human M1 muscarinic receptor; CHO-K1 hM1, Fluo-8 calcium fluorescence, ACh EC80 antagonist; actives 1.3% (n = 360,000); P11229; inhibition, % at 3 µM; AID 588852;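 active = percent inhibition above its own plate's cutoff, namely the mean of that plate's compound wells plus 3 SD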;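 note: peak over basal fluorescence ratio during 140 s after agonist addition; 0% = ACh EC80 plus DMSO and 100% = DMSO alone without agonist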
Target sequence (P11229 whole entry, looked up): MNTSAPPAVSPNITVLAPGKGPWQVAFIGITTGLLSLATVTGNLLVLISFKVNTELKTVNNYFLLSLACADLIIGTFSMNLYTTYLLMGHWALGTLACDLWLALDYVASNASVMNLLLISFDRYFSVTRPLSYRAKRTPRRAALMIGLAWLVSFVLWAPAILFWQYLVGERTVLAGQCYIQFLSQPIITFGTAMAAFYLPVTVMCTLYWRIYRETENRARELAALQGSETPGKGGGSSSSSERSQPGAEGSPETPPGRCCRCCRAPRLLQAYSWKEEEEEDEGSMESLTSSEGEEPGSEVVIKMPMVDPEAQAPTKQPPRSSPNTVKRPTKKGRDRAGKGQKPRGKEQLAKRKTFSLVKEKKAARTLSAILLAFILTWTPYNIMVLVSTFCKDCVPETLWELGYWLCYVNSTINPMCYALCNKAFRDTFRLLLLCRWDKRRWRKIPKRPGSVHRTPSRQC
M1 PAM: human CHRM1 positive allosteric modulation; activation, % at 3 µM; P11229; CHO-K1 hM1, Fluo-8 calcium fluorescence, ACh EC20; 0% = ACh EC20, 100% = maximal ACh; actives 0.088% (n = 360,000); in the data active = activation above about 19%, passing the limit was not always enough
TAAR1 antagonist: antagonists of human TAAR1 | Q96RJ0 | CHO RD-HGA16 TAAR1, Fluo-8 calcium fluorescence, antagonist | inhibition, % at 3 µM | actives 1.5% (n = 360,000) | AID 624466;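 active = inhibition above a per-plate cutoff, the mean inhibition of test compounds on that plate plus 3 SD, cut at about 49% in these data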;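 note: 0% = DMSO plus EC80 beta-PEA response and 100% = DMSO alone without agonist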
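System: CHO RD-HGA16 cells bearing hTAAR1. Reagent: EC80 β-phenethylamine stimulus. Schedule: seeding 17-24 h prior, 75-min 37 °C, 30-min RT dye loading. Signal: Fluo-8 intracellular calcium dye fluorescence, real-time kinetic reads. Read-out: % inhibition from peak post-agonist over basal fluorescence ratio. Benchmarks: vehicle wells and EC80 agonist wells. Replicates: n of 1.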
CHO-K1 Ca ag: nonselective activator or artifact in parental CHO-K1 cells; Fluo-8 calcium fluorescence; scaled to maximal ATP response, vehicle zero; activation, % at 3 µM; actives 0.48% (n = 360,000); AID 602248; in the data active = activation above about 15%;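 note: untransfected CHO-K1 host cells lacking M1 receptor as counterscreen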
CHO parental Ca: signal in parental CHO cells, OX1R antagonist counter-screen; parental CHO-K1, ATP-induced calcium, Fluo-8 fluorescence; inhibition, % at 5.6 µM; actives 0.63% (n = 330,000); AID 463079;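 active = inhibition above that plate's mean sample inhibition plus 3 SD, cut at about 26% in these data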;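 note: 0% = ATP-challenged DMSO wells and 100% = DMSO wells without ATP; some compounds past the cut are filed as inactive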
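Material – parental CHO cells · Reagent – ATP stimulus · Compound – single nominal dose of 5.6 µM per compound · Detection – Fluo-8 fluorescence · Read-out basis – percent inhibition of calcium signal · Controls – ATP-challenged DMSO wells low, unchallenged DMSO wells high · Repeats – no replicates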
M1 ag: human M1 muscarinic receptor agonism | P11229 | CHO-K1 hM1, Fluo-8 calcium fluorescence, agonist mode; 0% DMSO, 100% acetylcholine EC100 | activation, % at 3 µM | actives 0.33% (n = 360,000);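 active = activation above the run's mean compound activation plus 3 SD, cut at about 16% in these data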;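 note: peak over basal fluorescence ratio within a 140 s kinetic read after compound addition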
CHO-K1 Ca antag: M1 antagonist counterscreen hit in parental CHO-K1 cells; inhibition, % at 3 µM; actives 0.6% (n = 360,000); AID 602250; ATP-induced calcium, Fluo-8 fluorescence;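 active = inhibition above a per-plate cutoff, the plate's mean sample inhibition plus 3 SD, cut at about 24% in these data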;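 note: 0% = DMSO plus EC80 ATP and 100% = DMSO alone without ATP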
CHO-K1 Ca PAM: counter-screen for M1 PAMs: effect in parental CHO-K1 cells | ATP EC20, Fluo-8 calcium fluorescence; 0% at ATP EC20, 100% at ATP max | activation, % at 3 µM | actives 0.02% (n = 360,000) | AID 602247;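 active = activation above the run cutoff, the mean activation of all test compounds plus 3 SD, cut at about 40% in these data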;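 note: peak over basal fluorescence ratio in a 140 s read after ATP addition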
* = called active by the depositor; . = no result given. An unsorted share of the library. Share with any hit: about 4.4%.

entry | smiles | TAAR1 agonist | M1 antag | M1 PAM | TAAR1 antagonist | CHO-K1 Ca ag | CHO parental Ca | M1 ag | CHO-K1 Ca antag | CHO-K1 Ca PAM
1 | CCCC(NS(=O)(=O)c1ccc(-c2ccc(=O)[nH]n2)s1)c1cccs1 (stereo not drawn) | 1.7 | -10.3 | 12.8 | -7.4 | 1.7 | -15.3 | 1.5 | -5.5 | 15.3
2 | O=C(NC1CCCC1)C1CCC(=O)N1C1CCCCC1 (stereo not drawn) | 1.1 | 4.6 | -4.3 | 6.2 | 4.1 | -7.4 | -2.8 | -9.2 | 0.2
3 | Cc1cc(C(=O)Nc2cccc3ccccc23)c(C)o1 | -6.0 | -0.9 | 8.0 | -2.8 | 3.3 | -12.3 | -6.5 | -4.9 | -6.3
4 | Cc1ccccc1C(=O)N1CCC(C(=O)Nc2ccc(S(=O)(=O)N3C(C)CCCC3C)cc2)CC1 (stereo not drawn) | 6.2 | -3.0 | 6.2 | 4.2 | 1.0 | . | -4.7 | -9.7 | 11.8
5 | N#Cc1ccc(OCC(=O)NCCc2ccccn2)cc1 | 2.8 | -32.6 | 14.5 | -1.6 | -0.1 | -0.7 | 3.0 | 6.2 | 7.6
6 | CCCCc1nc(N2CCOCC2)c(C#N)c2c1CCCC2 | 13.1 | -25.4 | 1.5 | 4.8 | 0.1 | -24.3 | 0.9 | -4.1 | 13.4
7 | CCOc1ccccc1NC(=O)CSc1nnc(CNC(=O)c2ccccc2F)o1 | 3.0 | -0.9 | 1.9 | 2.3 | 1.2 | -21.2 | -3.1 | -4.7 | 3.3
8 | CCn1c2ccccc2c2cc(N=C3SC(CC(=O)Nc4ccccc4OC)C(=O)N3CCOC)ccc21 (stereo not drawn) | -0.2 | 8.1 | -1.2 | 4.0 | 1.4 | -3.6 | -3.9 | -8.0 | 10.8
9 | Cc1c(Cl)cccc1N(CC(=O)O)S(C)(=O)=O | -0.5 | 1.5 | -2.0 | 10.8 | -0.1 | -5.9 | -1.4 | -0.9 | 3.5
10 | COc1ccc(Br)cc1CN(C)C(=O)c1ccc2c(c1)NC(=O)C(C)S2 (stereo not drawn) | 3.7 | -8.6 | 5.3 | -13.3 | 0.3 | 0.6 | -4.2 | -2.9 | 0.9
11 | O=C(N/N=C\c1ccc(F)cc1)c1ccc(F)cc1 | 3.4 | -9.8 | 8.8 | 23.4 | 0.0 | -17.2 | -3.4 | -11.6 | 10.0
12 | CC(=O)Nc1cccc(-c2ccnc3c2CC(C(=O)NCCN(C)C)O3)c1 (stereo not drawn) | -0.2 | -20.5 | 13.2 | 5.1 | 0.1 | . | -7.1 | -3.9 | 6.9
13 | Cc1ccc(NS(=O)(=O)N2CCCCC2)cc1 | 3.7 | -23.1 | 9.9 | -19.1 | -0.6 | . | -6.6 | -6.7 | 5.0
14 | Nc1nnc(Cc2ccc(Cl)cc2Cl)s1 | 18.4 | 2.0 | 4.2 | -3.8 | 0.4 | -5.3 | -1.3 | 5.1 | 1.3
15 | COc1ccc(CCNC(=O)C(=O)NCC2OCCN2S(=O)(=O)c2ccc3c(c2)OCCO3)cc1 (stereo not drawn) | 8.5 | 14.5 | -4.4 | 30.3 | 9.6 | -8.9 | 1.0 | 4.0 | -24.5
16 | COc1ccc(-c2csc(N)n2)cc1 | 0.8 | -1.8 | 6.5 | -17.2 | 0.1 | -8.6 | -7.3 | 0.2 | 14.2
17 | CSc1cccc(NC(=O)C2CC(=O)N(Cc3ccccc3)C2)c1 (stereo not drawn) | 4.6 | -2.8 | 4.2 | -24.3 | 1.8 | -12.3 | -2.3 | -10.8 | 17.3
18 | CC1CC(C)CN(S(=O)(=O)c2ccc(C(=O)NCc3ccc4c(c3)OCO4)cc2)C1 (stereo not drawn) | 1.0 | -6.2 | 4.7 | 15.4 | 0.2 | -6.2 | -4.3 | -5.9 | 6.4
19 | c1ccc(CNc2c3ccccc3nc3ccccc23)cc1 | -0.4 | 3.6 | -4.3 | 17.8 | 2.2 | -8.0 | -9.6 | -1.2 | -22.4
20 | O=c1[nH]c2ccc(NC(=S)Nc3ccccc3Cl)cc2[nH]1 | 8.4 | 4.4 | -0.6 | -9.2 | 0.1 | 1.3 | -2.9 | -6.4 | -4.2
21 | O=C(CSc1nnnn1C1CCCCC1)N1c2ccccc2Sc2ccccc21 | 10.7 | -1.8 | 0.7 | 2.2 | 0.0 | -13.8 | -4.2 | -10.5 | 9.6
22 | CSCCC(NS(=O)(=O)c1ccc(C)cc1)C(=O)NC1CCCCC1 (stereo not drawn) | -0.8 | 5.0 | 3.6 | 2.7 | 0.4 | -1.9 | -2.7 | 0.5 | 12.0
23 | CCOCC(=O)Nc1nc2c(s1)C(=O)CC(C)(C)C2 | 0.2 | -17.1 | 16.7 | -9.8 | 0.4 | -5.1 | 2.4 | 12.8 | -12.8
24 | CCOc1ccc(Nc2nc3cc(S(=O)(=O)N(CC)CC)ccc3o2)cc1 | . | 9.0 | -2.7 | . | 0.8 | -16.8 | -3.4 | -21.0 | 17.4

13 structures from above, ordered by length of the SMILES, lowest first:
entry | smiles | TAAR1 agonist | M1 antag | M1 PAM | TAAR1 antagonist | CHO-K1 Ca ag | CHO parental Ca | M1 ag | CHO-K1 Ca antag | CHO-K1 Ca PAM
16 | COc1ccc(-c2csc(N)n2)cc1 | 0.8 | -1.8 | 6.5 | -17.2 | 0.1 | -8.6 | -7.3 | 0.2 | 14.2
14 | Nc1nnc(Cc2ccc(Cl)cc2Cl)s1 | 18.4 | 2.0 | 4.2 | -3.8 | 0.4 | -5.3 | -1.3 | 5.1 | 1.3
13 | Cc1ccc(NS(=O)(=O)N2CCCCC2)cc1 | 3.7 | -23.1 | 9.9 | -19.1 | -0.6 | . | -6.6 | -6.7 | 5.0
5 | N#Cc1ccc(OCC(=O)NCCc2ccccn2)cc1 | 2.8 | -32.6 | 14.5 | -1.6 | -0.1 | -0.7 | 3.0 | 6.2 | 7.6
2 | O=C(NC1CCCC1)C1CCC(=O)N1C1CCCCC1 (stereo not drawn) | 1.1 | 4.6 | -4.3 | 6.2 | 4.1 | -7.4 | -2.8 | -9.2 | 0.2
9 | Cc1c(Cl)cccc1N(CC(=O)O)S(C)(=O)=O | -0.5 | 1.5 | -2.0 | 10.8 | -0.1 | -5.9 | -1.4 | -0.9 | 3.5
17 | CSc1cccc(NC(=O)C2CC(=O)N(Cc3ccccc3)C2)c1 (stereo not drawn) | 4.6 | -2.8 | 4.2 | -24.3 | 1.8 | -12.3 | -2.3 | -10.8 | 17.3
7 | CCOc1ccccc1NC(=O)CSc1nnc(CNC(=O)c2ccccc2F)o1 | 3.0 | -0.9 | 1.9 | 2.3 | 1.2 | -21.2 | -3.1 | -4.7 | 3.3
24 | CCOc1ccc(Nc2nc3cc(S(=O)(=O)N(CC)CC)ccc3o2)cc1 | . | 9.0 | -2.7 | . | 0.8 | -16.8 | -3.4 | -21.0 | 17.4
10 | COc1ccc(Br)cc1CN(C)C(=O)c1ccc2c(c1)NC(=O)C(C)S2 (stereo not drawn) | 3.7 | -8.6 | 5.3 | -13.3 | 0.3 | 0.6 | -4.2 | -2.9 | 0.9
18 | CC1CC(C)CN(S(=O)(=O)c2ccc(C(=O)NCc3ccc4c(c3)OCO4)cc2)C1 (stereo not drawn) | 1.0 | -6.2 | 4.7 | 15.4 | 0.2 | -6.2 | -4.3 | -5.9 | 6.4
8 | CCn1c2ccccc2c2cc(N=C3SC(CC(=O)Nc4ccccc4OC)C(=O)N3CCOC)ccc21 (stereo not drawn) | -0.2 | 8.1 | -1.2 | 4.0 | 1.4 | -3.6 | -3.9 | -8.0 | 10.8
4 | Cc1ccccc1C(=O)N1CCC(C(=O)Nc2ccc(S(=O)(=O)N3C(C)CCCC3C)cc2)CC1 (stereo not drawn) | 6.2 | -3.0 | 6.2 | 4.2 | 1.0 | . | -4.7 | -9.7 | 11.8
